Vif-APOBEC3G blk: qHTS for Inhibitors of Vif-A3G Interactions: qHTS. DNA dC->dU-editing enzyme APOBEC-3G (Homo sapiens), Q9HC16. HeLa A3G-eYFP + Vif (tagged APOBEC3G with the HIV-1 protein that degrades it), YFP fluorescence, overnight. Potency, µM (highest dose often 46.1 µM), for the others: top-dose activity, negative = active, actives largely listed as inhibitors. 410,000 compounds, 0.076% hits. AID 602310, 2012;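 note: potency is the fitted concentration of half-maximal effect; % is set by controls: 0 for no effect and ±100 for the full control effect; nearly all actives have a fitted effect of over 60% in size; hits raise eYFP signal because A3G escapes Vif-driven loss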
Target sequence (Q9HC16 whole entry, looked up): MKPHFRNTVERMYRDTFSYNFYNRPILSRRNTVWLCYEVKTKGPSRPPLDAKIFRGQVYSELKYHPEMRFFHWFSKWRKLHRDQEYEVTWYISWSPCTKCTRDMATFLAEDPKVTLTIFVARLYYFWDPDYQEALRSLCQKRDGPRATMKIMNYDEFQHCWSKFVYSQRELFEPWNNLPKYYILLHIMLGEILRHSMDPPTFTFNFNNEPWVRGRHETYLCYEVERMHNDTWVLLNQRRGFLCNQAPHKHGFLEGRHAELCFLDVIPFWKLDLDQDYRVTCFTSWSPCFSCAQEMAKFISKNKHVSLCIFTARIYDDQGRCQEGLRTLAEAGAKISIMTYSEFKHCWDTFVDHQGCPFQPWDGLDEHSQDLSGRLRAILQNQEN
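HeLa cells stably expressing Vif and C-terminally eYFP-tagged A3G, seeded overnight at 37 deg C, then exposed to compound by pintool overnight at 37 deg C. Rise in yellow fluorescence (Ex 488/Em 500-530, Acumen) marks blocked Vif-driven A3G degradation.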
GRP78 ERSR act: qHTS for Inducers of the Endoplasmic Reticulum Stress Response (ERSR) in Human Glioma: qHTS; U87-MG GRP78 promoter luciferase reporter, 16 h; Potency, µM, for the others: at the top dose activation, actives largely listed as activators; 420,000 compounds, 0.02% hits; AID 602332, 2012; note: potency is the fitted concentration of half-maximal effect; series mostly up to about 76 µM; % of control where 0% means no effect; nearly all actives have a fitted effect of over 35% in size
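ERSR induction read as luciferase luminescence (Bright-Glo, 10 min at room temperature) in stably transfected human U87-MG glioma cells exposed to compounds for 16 h, using GRP78 as sensor.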
Vif-APOBEC3F blk: qHTS for Inhibitors of Vif-A3F Interactions: qHTS; HeLa A3F-eYFP + Vif (tagged APOBEC3F with the HIV-1 protein that degrades it), YFP fluorescence increase; Potency, µM (highest dose often 46.1 µM), for inactives: at the highest dose activity, negative = active; 390,000 compounds, 0.2% hits; note: potency is the fitted concentration of half-maximal effect; % of control where 0% means no effect; nearly all actives have a fitted effect of over 65% in size
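HeLa cells stably expressing Vif plus C-terminally eYFP-tagged A3F were seeded, incubated overnight at 37 deg C, dosed with compound, incubated overnight again at 37 deg C. Yellow fluorescence (Ex 488/Em 500-530) reported blocked Vif-mediated A3F-eYFP degradation.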
D1 antagonist: Antagonist of Human D 1 Dopamine Receptor: qHTS; D(1A) dopamine receptor (Homo sapiens), P21728; AID 504652, 2011; HEK293 TREx D1 cells, calcium flux, dopamine EC80; active compounds read low; 360,000 compounds, 3.2% hits; activity change, negative = inhibition, % at 10 µM; in the data active = activity change below about -30%; note: % is set by controls: 0 for no effect and ±100 for the full control effect
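HEK293 T-REx cells expressing inducible, force-coupled D1 receptor; no-wash Ca dye, 30–90 min RT. Cmpd → 180 s read at 1 Hz → EC80 DA → 180 s read.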
D2 PAM: HTS Assay for Positive Allosteric Modulators of the Human D2 Dopamine Receptor: Primary Screen for Potentiators; D(2) dopamine receptor (Homo sapiens), P14416; HEK293 T-REx D2, calcium flux, EC20 dopamine potentiation; potentiation, % at 10 µM; 340,000 compounds, 0.34% hits; AID 485347, 2010;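 active = potentiation over 3 SD above the plate norm, cut at about 30% in these data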; note: 0% is about no effect
Target sequence (P14416 whole entry, looked up): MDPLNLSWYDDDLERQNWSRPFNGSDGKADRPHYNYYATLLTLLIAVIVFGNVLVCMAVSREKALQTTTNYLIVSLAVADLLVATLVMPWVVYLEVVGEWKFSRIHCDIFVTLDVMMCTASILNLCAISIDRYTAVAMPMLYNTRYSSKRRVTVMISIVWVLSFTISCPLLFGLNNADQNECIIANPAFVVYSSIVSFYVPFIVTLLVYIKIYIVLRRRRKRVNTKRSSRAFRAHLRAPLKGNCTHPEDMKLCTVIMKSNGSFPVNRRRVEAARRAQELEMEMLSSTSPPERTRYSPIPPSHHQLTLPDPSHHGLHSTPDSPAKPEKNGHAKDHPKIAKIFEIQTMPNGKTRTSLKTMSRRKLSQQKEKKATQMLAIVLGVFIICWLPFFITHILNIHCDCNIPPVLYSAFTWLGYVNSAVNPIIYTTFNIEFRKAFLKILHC
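Using a no-wash calcium dye in inducible, force-coupled HEK293 Trex cells expressing D2, we tracked fluorescence each second for 180 s after compound, then for 180 s after EC20 dopamine to detect augmented signalling.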
LDHA inh: qHTS assay for inhibitors of human lactate dehydrogenase; L-lactate dehydrogenase A chain (Homo sapiens), P00338; purified LDHA, NADH/diaphorase-resazurin fluorescence; active compounds read low; activity change, % (values are at about 110 or 230 µM); 480,000 compounds, 0.15% hits; AID 1347041, 2019; in the data active = activity change below about -30%; inconclusive = mostly about -25% to -30%;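 note: plate controls were DMSO wells for no effect and wells without enzyme for full effect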
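Resorufin fluorescence (ex540/em590), read at 0 and 20 min after diaphorase/resazurin addition, reports the NADH left after a 5 min room-temperature reaction of 2 nM human LDH5 with 0.06 mM NADH and 0.2 mM pyruvate.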
D1 agonist: Allosteric Agonists of the Human D1 Dopamine Receptor: qHTS; AID 504660, 2011; 360,000 compounds, 1% hits; HEK293 T-REx D1 cells, calcium flux, agonist mode; activation, % at 2 µM; in the data active = activation above about 30%; note: 0% is about no effect
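Agonism was scored from calcium flux recorded over 180 s (1 read/s) after pintool compound addition, following a 10-cycle baseline. Cells were inducible force-coupled HEK293 TREx D1, plated overnight at 30 C and loaded with no-wash calcium dye.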
D1 potentiator: Potentiators of Human D1 Dopamine Receptor: qHTS | 360,000 compounds, 0.036% hits | HEK293 TREx D1 cells, calcium flux, dopamine EC20 potentiation | D(1A) dopamine receptor (Homo sapiens), P21728 | potentiation, % at 10 µM | AID 504651, 2011; in the data active = potentiation above about 30%; note: 0% is about no effect
RXFP1 agonist: qHTS Assay for Agonists of the Relaxin Receptor RXFP1; Relaxin receptor 1 (Homo sapiens), Q9HBX9; HEK293T-RXFP1 cAMP TR-FRET, 30 min; response scale: percent of porcine relaxin response, buffer zero; Potency, µM (series often up to 57.5 µM), for inactives: top-dose activation, actives largely listed as activators; 370,000 compounds, 0.3% hits; note: potency is the fitted concentration of half-maximal effect; % is set by controls: 0 for no effect and ±100 for the full control effect; nearly all actives have a fitted effect of over 60% in size; many of its hits are not listed in these tables
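Agonist response is measured as cAMP accumulation in an RXFP1-transfected HEK293T line under PDE4 inhibition. Values are scaled between buffer-only and 29 nM porcine relaxin, and EC50s come from standard Hill equation fits.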
Active calls of the source: *; ? = inconclusive; · = no result given; & = joins results of further samples; [ ] = another dose, or the depositor's remark. Unless noted, calls come from the whole dose curve; as a rule, active = well fitted curve in the direction sought with a large enough effect; inconclusive = small, poorly fitted or top-dose-only effect, or another doubt; inactive = no such curve, though single readings can be large; an effect the other way counts as inactive or inconclusive. An excerpt, so the mix of outcomes need not match the whole.

SMILES	Vif-APOBEC3G blk	GRP78 ERSR act	Vif-APOBEC3F blk	D1 antagonist	D2 PAM	LDHA inh	D1 agonist	D1 potentiator	RXFP1 agonist
CCOC(=O)c1[nH]ncc1CN1CCC(Cc2ccccc2)(C(=O)OCC)CC1	-1%	-2%	-3%	9	3	-5	1	7	0.1%
CCSc1nnc(NC(=O)C(C)C)s1	10%	0%	-5%	-29	-5	-11	3	·	-0.6%
CCOCCCN1C(=O)CN(C2CCC(C)CC2)C(=O)C1c1ccc(C)cc1 (centres undefined)	1%	2%	0%	-8	0	0	1	-5	-3.9%
Cc1cc(C(=O)Nc2cccc3ccccc23)oc1C	-3%	-1%	-3%	·	·	-6	·	·	·
COc1ccc(OC)c(CCNC(=O)Cc2ccc(NC(=O)C3=C(C)OCCS3)cc2)c1	-2%	-4%	-7%	·	·	1	·	·	·
CC(C(=O)Nc1ccc2c(c1)OCCO2)N(C)Cc1c(F)cccc1Cl (centres undefined)	-1%	5%	-8%	-2	5	-2	11	-2	1.8%
CCOC(=O)C1(Cc2ccccc2C(F)(F)F)CCN(C2CCCC2)CC1	-9%	-1%	5%	8	7	-8	1	1	0.3%
CC(C)c1ccc(NC(=O)c2ccc3c(c2)CCN3S(C)(=O)=O)cc1	0%	3%	0%	-4	10	-2	2	-5	-0.8%
COc1ccc(CCNC(=O)c2cc(=O)n(C)c(=O)n2C)cc1OC	0%	-5%	3%	2	·	-9	0	-1	1.3%
Cc1ccc(NC(=O)NCCCN2CCOCC2)cc1	-2%	2%	4%	13	6	-1	0	1	0.9%
CCN(CC)c1ccc2c(c1)OC(N)=C(C#N)C2c1cccnc1 (centres undefined)	?	2%	?	10	·	9	86*	-4	7.2%
CC(C)n1c(O)c(/C=C2\C=NN=C2c2ccccc2)sc1=S	-2%	8%	-11%	4	-1	-9	2	-5	-0.3%
CC(=O)Nc1ccc(NC(=O)c2cccc3c2-c2ccccc2C3=O)cc1	-8%	0%	2%	5	6	-2	1	4	-1.5%
Cc1oc2ncn(C)c(=O)c2c1C(=O)NCCCN1CCCCC1C (centres undefined)	0%	-2%	1%	2	4	-8	1	3	11%
NNC(=O)c1sc(-c2ccccc2)cc1N	-14%	4%	?	29	5	-8	0	7	5.4%
CCN1CCN(S(=O)(=O)c2ccc(Oc3ccccc3OC)cc2)CC1	0%	-2%	6%	-17	2	-7	10	-3	0.6%
COc1ccc(-c2cc(C(F)(F)F)nc(SCC(=O)NCc3cccs3)n2)cc1	-2%	1%	1%	8	0	-6	2	-2	1.8%
C[C@@H]1NC(=O)/C(=C\c2ccccc2Br)NC1=O	1%	-1%	15%	8	-12	4	1	-5	2.2%
Cc1ccc(OCCn2cnc3cc([N+](=O)[O-])ccc3c2=O)cc1	-11%	-3%	-4%	-22	-1	-2	0	-4	-0.4%
CC(=O)NCCNC(=O)c1ccc(CSc2ccc(Cl)cc2)cc1	-9%	-2%	28%	0	-6	-1	6	-3	-2.5%
CCCCNC(=O)C1CCN(C(=O)C2CCN(S(=O)(=O)c3ccc(C)cc3)CC2)CC1	1%	-4%	2%	8	-5	0	4	-1	1.7%
CC(C)Cc1[nH]c(=O)c(C#N)c2c1CCCC2	-1%	-1%	-7%	11	3	-1	2	-3	1.3%
CC(C)NC(=O)c1ccc(-n2c(-c3ccccc3)cc3c2CCCCC3)cc1	2%	0%	0%	-8	-1	7	1	-4	2.5%
COc1ccc(-c2occ(C(=O)O)c2C(=O)O)cc1	-1%	-2%	-4%	·	16	0	-2	-2	-1.1%
CCCCCn1c(=O)[nH]c2cc(C(=O)N3CCN(c4ccccc4F)CC3)ccc2c1=O	-7%&-4%	-3%&-4%	-26%&-10%	14&7	6&-7	-2&-4	1&0	-5&0	-0.5%&0.3%
CC(C)=C1C2CCC1C1C(=O)N(c3ccc(C)c(C)c3)C(=O)C21 (centres undefined)	-5%	-3%	-2%	6	-7	0	1	-2	4.5%
O=S(=O)(c1ccc(-c2nnc(SCc3nnc(-c4ccccc4)o3)o2)cc1)N1CCCC1	7%	0%	-3%	0	-6	1	2	-6	-0.2%
CC(NC(=O)CCCN1C(=O)CCn2nc(-c3cn(C)c4ccccc34)cc21)c1ccccc1 (centres undefined)	-5%	-3%	2%	-9	3	-1	3	-3	2.0%
O=C(Nn1cnc2ccccc2c1=O)c1ccc([N+](=O)[O-])cc1Cl	-2%	-2%	5%	-1	-15	-6	3	-8	-1.1%
COc1cccc(Nc2nc(-c3sc(NC(=O)c4ccco4)nc3C)cs2)c1	-8%	-1%	3%	6	·	0	1	6	3.4%
CNc1ccc(Br)cc(C(=O)/C=C/c2cccc(OC)c2OC)c1=O	-6%	1%	-1%	0	3	0	8	-4	-1.5%
O=C(Nc1cccc(Cl)c1)C1CCCN(S(=O)(=O)c2cnc[nH]2)C1 (centres undefined)	3%	-6%	4%	-4	-6	0	1	·	0.2%
CCOC(=O)C1=C(C)S/C(=C\N(C)C)C1=O	1%	-3%	-11%	-13	-2	2	2	-2	8.3%
COC(=O)[C@@H]1C[C@@]2(O)[C@@H](O)[C@@H](O)[C@@H](O)C[C@H]2N1Cc1cc(OC)cc(OC)c1	5%	-1%	-2%	-11	-8	-3	3	-2	0.0%
CCCCn1c(C)cc2c(c1=O)[C@H]1O[C@](CCCCN3C(=O)c4ccccc4C3=O)(Cc3ccccc31)O2	·	·	·	-6	·	·	1	0	4.5%[11.5 µM]
CSc1ncnc2c1ccn2CC(=O)Nc1ccc(C)c(C)c1	4%	-7%	-4%	-8	·	-6	0	0	0.0%
O=C(Nc1ccc2c(c1)OCO2)C(c1ccccc1)N1CCC2(CC1)OCCO2 (centres undefined)	3%	1%	5%	27	1	-4	-1	-8	1.3%
CN=C1SC(CC(=O)Nc2cccc(C(F)(F)F)c2)C(=O)N1C (centres undefined)	3%	-2%	-16%	3	-2	-2	-1	-3	-1.0%
O=C(Nn1c(C2CCCCC2)nc2ccccc2c1=O)c1ccc([N+](=O)[O-])cc1Cl	1%	-5%	-3%	-15	·	-8	2	-3	0.3%
Cn1cc(CCC(=O)N2CCCC(CCC(=O)NCc3ccc(F)c(F)c3)C2)cn1 (centres undefined)	1%	6%	1%	4	9	0	0	12	-2.0%
Cc1ccc(S(=O)(=O)N2CCN(C(=O)COC(=O)COc3ccc(Cl)cc3C)CC2)c(C)c1	0%	-4%	1%	·	·	-5	·	·	·
O=C(c1cc([N+](=O)[O-])ccc1Cl)N1c2ccccc2Sc2ccccc21	1%	-2%	-2%	-37*	-10	-10	3	-7	2.0%
O=C(O)C(c1ccccc1)c1ccccc1	-4%	-2%	7%	·	·	-11	·	·	·
CN(C)CCN1C(=O)c2ccccc2C1=O	0%	-2%	-3%	14	-2	-3	0	-3	-0.1%
COCCn1c(SCC(=O)Nc2nnc(C)s2)nnc1-c1ccco1	3%	-2%	-19%	2	-1	-10	1	-2	13%
Cc1nc(CCNC(=O)CC2C(=O)NCCN2Cc2ccc(F)cc2)sc1C (centres undefined)	-4%	-3%	4%	3	-6	4	3	-2	-0.1%
O=C(Cn1nc(-c2ccccc2)nc(Cc2ccccc2)c1=O)Nc1ccc(Cl)cc1	5%	0%	0%	-2	6	-2	2	-1	0.8%
O=C(O)c1cc(S(=O)(=O)Nc2cccc3ccccc23)c(Cl)cc1Cl	-6%	3%	-5%	-8	20	7	0	-1	-2.0%

Entries of single compounds, quoted from the list:
Results for O=C(Nn1c(C2CCCCC2)nc2ccccc2c1=O)c1ccc([N+](=O)[O-])cc1Cl → Vif-APOBEC3G blk = 1%; GRP78 ERSR act = -5%; Vif-APOBEC3F blk = -3%; D1 antagonist = -15; D2 PAM = ·; LDHA inh = -8; D1 agonist = 2; D1 potentiator = -3; RXFP1 agonist = 0.3%
Results for O=C(c1cc([N+](=O)[O-])ccc1Cl)N1c2ccccc2Sc2ccccc21 → Vif-APOBEC3G blk = 1%; GRP78 ERSR act = -2%; Vif-APOBEC3F blk = -2%; D1 antagonist = -37*; D2 PAM = -10; LDHA inh = -10; D1 agonist = 3; D1 potentiator = -7; RXFP1 agonist = 2.0%

(next part)
SMILES	Vif-APOBEC3G blk	GRP78 ERSR act	Vif-APOBEC3F blk	D1 antagonist	D2 PAM	LDHA inh	D1 agonist	D1 potentiator	RXFP1 agonist
Cc1ccc(SCCNC(=O)/C=C/c2ccc([N+](=O)[O-])cc2)cc1	4%	-2%	1%	-12	-5	3	3	-9	0.3%
Cc1ccc2ccccc2c1NC(=O)c1ccco1	0%	0%	-7%	19	-10	-1	1	4	2.7%
CCN(CC(=O)Nc1cc(Cl)ccc1OC)CC(=O)NC1CCS(=O)(=O)C1 (centres undefined)	4%	-5%	-16%	-17	-4	-36*	1	-7	0.0%
CCc1cccc(NS(=O)(=O)c2cccc3cccnc23)c1	-3%	-2%	7%	0	6	0	1	-4	0.3%
CC(C)c1ccc(OCC(=O)N(Cc2ccco2)C2CCS(=O)(=O)C2)cc1 (centres undefined)	-2%	-1%	-8%	-4	0	-4	3	-3	1.3%
Cc1ccc(C(C)C)c(OCC(=O)N2CCOCC2)c1	1%	-4%	-1%	-25	3	-7	2	-7	0.4%
CCN(CC)CCNc1ncnc2c1sc1nc(N3CCOCC3)c3c(c12)CC(C)(C)SC3	1%	-4%	-5%	3	3	0	5	-2	-4.7%
O=C(CSc1nc(-c2ccccc2)no1)N1CCN(c2ccc(F)cc2)CC1	1%	-3%	-2%	11	1	1	0	-2	-0.8%
CSCCCNC(=S)Nc1ccc(N2CCOCC2)cc1	0%	-1%	-1%	19	1	-1	4	-1	0.1%

Source: PubChem BioAssay
